# Source: PubChem BioAssay
# hcGAS lum: inhibitors of human cGAS. Q8N884. recombinant h-cGAS, ATP depletion, Kinase-Glo luminescence. inhibition, % at 12.5 µM. 0.081% of 290,000 active. AID 1259398;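 further: 0% = vehicle reaction and 100% = reaction without DNA for no activity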
# Target sequence (Q8N884 whole entry, looked up): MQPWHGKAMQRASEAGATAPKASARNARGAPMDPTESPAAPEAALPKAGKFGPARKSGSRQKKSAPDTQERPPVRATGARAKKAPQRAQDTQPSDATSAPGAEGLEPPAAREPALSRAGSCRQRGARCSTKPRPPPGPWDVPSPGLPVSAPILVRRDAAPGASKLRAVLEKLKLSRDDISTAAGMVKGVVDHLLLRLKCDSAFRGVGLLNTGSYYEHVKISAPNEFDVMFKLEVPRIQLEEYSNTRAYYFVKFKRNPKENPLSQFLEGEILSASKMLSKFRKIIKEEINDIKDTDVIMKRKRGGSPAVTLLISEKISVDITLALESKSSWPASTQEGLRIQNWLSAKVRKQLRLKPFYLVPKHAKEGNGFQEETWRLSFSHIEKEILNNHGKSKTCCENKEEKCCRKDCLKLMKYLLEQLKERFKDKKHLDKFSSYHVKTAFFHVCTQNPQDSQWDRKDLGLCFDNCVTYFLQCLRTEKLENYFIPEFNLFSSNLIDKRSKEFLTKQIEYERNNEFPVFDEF
# NPYLR7 ag: mosquito NPYLR7 agonism; HEK293T NPYLR7/Galpha15, GCaMP6s calcium fluorescence; activation, % at 10 µM; 0.15% of 270,000 active; AID 1259423; in the data active means activation above about 40%;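 further: 0% = vehicle and 100% = reference agonist at the receptor; some compounds past the cut are filed as inactive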
# mcGAS inh: blocks mouse cGAS activity; Q8C6L5; recombinant cGAS, Kinase-Glo ATP depletion luminescence; inhibition, % at 12.5 µM; 0.15% of 160,000 active; AID 1259399;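 further: 0% = negative control wells and 100% = reference inhibitor with no enzyme activity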
# Active calls of the source: *; x = no result given. Unless noted, no stated cut-off is given here; in the data, active means inhibition above about 40%; inactive means the rest.
# The first two entries (preview)
SMILES,hcGAS lum,NPYLR7 ag,mcGAS inh
CC(C)N(CC(=O)N(Cc1ccc(F)cc1)Cc1ccco1)C(=O)Nc1cccc(Br)c1,-21,-11,-4
Cc1cc(C(=O)N(CCO)C2CC2)c(C)n1-c1nccs1,8,-6,x

# The list itself, repeating the preview:
SMILES,hcGAS lum,NPYLR7 ag,mcGAS inh
CC(C)N(CC(=O)N(Cc1ccc(F)cc1)Cc1ccco1)C(=O)Nc1cccc(Br)c1,-21,-11,-4
Cc1cc(C(=O)N(CCO)C2CC2)c(C)n1-c1nccs1,8,-6,x
CCC(CC)(NC(=O)Nc1nncs1)c1ccc(Cl)c(Cl)c1,-14,-5,x
FC(F)C(F)(F)Oc1cccc(Nc2nccn3c(-c4ccc5ccccc5c4)cnc23)c1,-3,-1,-2
CC(=O)c1ccc(C(=O)NCC2(N(C)Cc3ccccc3)Cc3ccccc3C2)s1,-6,2,-10
Cc1cc(C)nc(NC2CC(C)(C)NC(C)(C)C2)n1,-8,7,x
O=[N+]([O-])c1cccc(CN2CCCn3cccc3C2c2ccccc2F)c1 (stereo not given),-1,1,-4
C=CCn1c(=NC(=O)c2cccc(S(C)(=O)=O)c2)sc2cc(OC)c(OC)cc21,-12,6,x
C=C(C)CN1CCN(c2cc(C)nc3c4c(C)cc(C)nc4nn23)CC1,-2,-3,-7
CCC(C(=O)N1CCN(c2nc(C)nc(C)c2Cc2cccc(C(F)(F)F)c2)CC1)c1ccccc1 (stereo not given),-5,x,-5
CCCCS(=O)(=O)NC(C)C(=O)O (stereo not given),-6,-1,x
O=C(O)COc1ccccc1CN1CC(c2ccccn2)C1,-8,8,-9
CC(C)c1nc(C2CC(=O)Nc3n[nH]c(-c4ccccc4)c32)co1 (stereo not given),-2,-2,x
Cc1cnc(C)c(-c2cc(O)c3c(c2)CN(CC2CNC(=O)O2)CCO3)n1 (stereo not given),-3,2,-18
COc1cc(=O)n(-c2ccccc2C)nc1C(=O)Nc1c(C)cc(C)cc1C,-8,-1,x
CCCn1nc(C(=O)N2CCCC2c2cccc(Br)c2)ccc1=O (stereo not given),-7,-2,x
CC1(C(=O)NS(=O)(=O)c2cccs2)CCN1C(=O)Cc1cccc2ccccc12 (stereo not given),-4,5,x
O=C1/C(=C/c2ccccc2F)NC(=S)N1c1ccccc1,-1,1,-1
COCC(=O)N1CCC(Oc2ccc(C(=O)NCc3ccc(C(=O)OC)cc3)cc2)CC1,-9,18,-14
CC(NC(=O)CNc1cc(F)cc(F)c1)c1ccccc1 (stereo not given),-2,11,x
Cc1n[nH]c(C)c1CC(C)C(=O)O (stereo not given),-2,-3,x
Cn1nc(CC2CCN(C(=O)C3C=CCN3)CC2)n(-c2ccccc2)c1=O (stereo not given),-7,6,x
N#CC(C=Nc1ccccc1)c1nc(-c2ccc(F)cc2)cs1 (stereo not given),-5,-2,-7
COCCCn1c(=O)c(C#N)cc2c(=O)n3cccc(C)c3nc21,-5,4,-3
S=c1[nH]nc(COc2ccccc2Cl)o1,-1,-3,x
# (next part)
SMILES,hcGAS lum,NPYLR7 ag,mcGAS inh
CCC1CN(C(=O)CCn2cnnn2)CCC(=O)N1Cc1ccccc1 (stereo not given),-7,4,-13
O=[N+]([O-])c1cccc(S(=O)(=O)N2CCCN(c3nc4ccccc4nc3-c3ccccc3)CC2)c1,-4,27,x
Cc1[nH]c(=O)c(C#N)c(C)c1CCc1nc(-c2ccsc2)no1,-3,6,x
O=C(Nc1ccccc1I)c1ccc(CSC(F)F)o1,0,1,x
COc1ccc(NS(=O)(=O)c2cc(C(=O)Nc3ccccc3)ccc2Cl)cc1,-6,-5,-5
COCc1c(Br)c(C)nc(OCC(=O)N/N=C\c2cccnc2)c1C#N,-3,-7,-3
CCOC(=O)c1nn(-c2ccc(F)cc2)c(=O)cc1OS(=O)(=O)c1cc(C)c(C)cc1OC,-3,6,x
Cc1ccc(S(=O)(=O)Nc2ccc(Nc3ccc(-n4nc(C)cc4C)nn3)cc2)cc1,-8,-5,-9
O=C1c2ccccc2-c2nnc(-c3ccccn3)cc21,-4,13,-11
O=C(Nc1ccc(-c2cccc(-c3ccc4c(c3)OCCO4)n2)cc1)C(F)(F)C(F)(F)C(F)(F)F,-11,4,-10
OCc1ccnc(-c2ccc(O)cc2)c1,-4,16,x
NC(=O)C1CCN(C(=O)C2(c3ccc(Cl)cc3)CCCC2)CC1,-1,-3,-1
Cc1cc(C)c(NC(=O)CN2C(=O)CC(c3ccco3)Sc3ccccc32)c(C)c1 (stereo not given),-4,19,-4
O=S(=O)(NC1c2cccc3cccc(c23)C1N1CCN(CCO)CC1)c1ccccc1 (stereo not given),-10,-1,x
COc1ccc(OC)c2sc(N(CCCN3CCOCC3)C(=O)c3ccno3)nc12,1,1,x
O=C(c1nc2ccc(Cl)cn2c1CNCC[C@@H]1C[C@@H]2C=C[C@H]1C2)N1CCCCCCC1,-1,2,-3
N#Cc1cc(Cc2ccc(N)c(C#N)c2)ccc1N,-5,-11,x
COc1cc(NC(=O)N2CCc3nc(Nc4cc(C)cc(C)c4)ncc3C2)cc(OC)c1OC,-1,2,-3
COc1ccc(S(=O)(=O)N(C)CCc2ccccc2)cc1N1CCN(S(=O)(=O)c2cccc(F)c2)CC1,0,16,-7
CCOC(=O)c1cc(NC(=O)C2CCCCN2CC)cn1C (stereo not given),-6,-1,x
COc1ccc(C(=O)Nc2cc(C)on2)cc1[N+](=O)[O-],1,-3,-1
Cc1cc(F)cc(-c2c(-c3ccccc3)ncn2CCCN2CCCC2=O)c1,-7,0,x
COC(=O)CCN(C)C(=O)CNC(=O)c1ccsc1,3,5,-2
COCCN1C(=O)C(C)SC1c1ccccc1Cl (stereo not given),0,-3,-2
CCOc1cc(C(=O)NCCc2csc3nc(-c4cccc(C)c4)nn23)cc(OCC)c1OCC,-4,3,-8

# Whole records from above. Order of screens: hcGAS lum | NPYLR7 ag | mcGAS inh
# Shown for Cc1cc(C(=O)N(CCO)C2CC2)c(C)n1-c1nccs1 → 8 | -6 | x
# Shown for COc1cc(=O)n(-c2ccccc2C)nc1C(=O)Nc1c(C)cc(C)cc1C → -8 | -1 | x
# Shown for Cn1nc(CC2CCN(C(=O)C3C=CCN3)CC2)n(-c2ccccc2)c1=O (stereo not given) → -7 | 6 | x
# Shown for O=C(O)COc1ccccc1CN1CC(c2ccccn2)C1 → -8 | 8 | -9
# Shown for CCC1CN(C(=O)CCn2cnnn2)CCC(=O)N1Cc1ccccc1 (stereo not given) → -7 | 4 | -13

# (cont.)
SMILES,hcGAS lum,NPYLR7 ag,mcGAS inh
CC(C)(C)c1ccc(C2=N/C(=C\C(Cl)=C\c3ccccc3)C(=O)O2)cc1,-1,-1,x
Cc1nc(C(C)NC(=O)c2cccc(C#CC(C)(C)O)c2)n[nH]1 (stereo not given),-3,16,x
O=C(NC1CC1)C(C1CCCC1)N1CCN(C(=O)c2cccs2)CC1 (stereo not given),-5,8,-5
CCCC1C(C)CCCN1C(=O)c1ccc2c(c1)NC(=O)CS2 (stereo not given),-8,1,x
O=C(NC1CC1)C1CCCN1c1ccc(C(F)(F)F)cn1 (stereo not given),-9,10,-10
O=C(Nc1cccc(OC(F)(F)C(F)F)c1)c1sc2ccccc2c1Cl,-3,-6,-5
CCOc1ccc(C(=O)NCC(c2ccc(N(C)C)cc2)N(C)C)cc1 (stereo not given),-7,3,-10
Cn1cc(/C=C/C(=O)c2cccc(F)c2)cc1/C=C/C(=O)NO,1,-8,-3
CC(C)N(CC(=O)N(Cc1ccc2c(c1)OCO2)Cc1ccco1)C(=O)C(c1ccccc1)c1ccccc1,-1,0,-5
Cc1cc(C(=O)Nc2ccc(OC(F)F)c(Cl)c2)on1,-4,5,x
CON(C)C(=O)c1cc(-c2ccco2)[nH]n1,-11,9,x
COc1ccc(/C(C)=N\N=C(N)SC2CC(=O)N(c3ccccc3F)C2=O)cc1F (stereo not given),-3,-15,-3
Cn1cnnc1SCc1cc(=O)c(OC(=O)c2ccccc2)co1,-3,-8,2
CC(=O)N(C)Cc1nc(-c2cccc(Cn3nc(C)cc3C)c2)no1,-10,7,x
O=S(=O)(NCCNc1ccc(Nc2cccnc2)nn1)c1ccccc1C(F)(F)F,0,-1,1
CCCCC(CC)C(=O)N1CCN(c2nc3nccc(-c4ccc(N5CCOCC5)cc4)n3n2)CC1 (stereo not given),0,14,-6
Cn1c(-c2nc(C(=O)NCCCN3CCCC3=O)cs2)cc2ccccc21,1,0,x
COCCCN(CC(=O)N(CCc1c[nH]c2ccccc12)Cc1ccc(C(F)(F)F)cc1)C(=O)Nc1ccc(Cl)cc1,11,-4,-4
O=S(=O)(c1ccc2c(c1)CCCC2)N(CCCO)c1ccccc1,-7,0,x
Cc1cccc(C=C2SC(=S)N(CCCN3CCOCC3)C2=O)c1,-2,32,-3
CCC(C)Cc1c(C)sc2nc(CSc3nnc(C4CC4)n3C3CC3)[nH]c(=O)c12 (stereo not given),-6,4,x
O=C1c2cc(Cl)c(Cl)cc2C(=O)N1CN(Cc1cccnc1)C1CC1,-7,2,-15
CC1=CC(C)(C)N2C(=O)C(=O)c3cc(O)cc1c32,-7,-3,x
COc1cccc(Nc2nc(CN)cs2)n1,-7,-3,-3
COc1ccc(CCN(Cc2ccc(C)s2)C(=O)CN(C(=O)Nc2ccc(SC)cc2)C2CCCCC2)cc1OC,-10,2,-5

# In another format: 4 of the compounds above.
molecule	hcGAS lum	NPYLR7 ag	mcGAS inh
O=C(NC1CC1)C(C1CCCC1)N1CCN(C(=O)c2cccs2)CC1 (stereo not given)	-5	8	-5
CCCC1C(C)CCCN1C(=O)c1ccc2c(c1)NC(=O)CS2 (stereo not given)	-8	1	x
O=C(NC1CC1)C1CCCN1c1ccc(C(F)(F)F)cn1 (stereo not given)	-9	10	-10
O=C(Nc1cccc(OC(F)(F)C(F)F)c1)c1sc2ccccc2c1Cl	-3	-6	-5

# More results
SMILES,hcGAS lum,NPYLR7 ag,mcGAS inh
CC1CCCN(C(=O)c2ccccc2N(C)C(=O)c2cccs2)C1 (stereo not given),1,2,x
CC1(C(=O)NC2CCC2)CCN1C(=O)Cc1cccc2ccccc12 (stereo not given),-9,-5,-4
CCOc1ccc(N2CCn3c(SCc4ccccc4)nnc32)cc1,-7,4,-9
Cc1cc2oc(=O)cc(CN(C)C3CCCC3)c2cc1C,0,1,-1
CCc1cccc(N2CCC(NC(=O)c3csc(-c4ccccn4)n3)CC2)c1,-6,0,x
CC(C)N1CCc2c(sc(NC(=O)C(c3ccccc3)c3ccccc3)c2C#N)C1,-5,24,-5
C=CCCC(CN1CCCC1)Oc1nccc(OC)n1 (stereo not given),-3,3,x
C=CCSc1nnc2c(n1)OC(C)Nc1ccccc1-2 (stereo not given),-6,2,-4
CN(C(=O)CCN1C(=O)c2ccc(Br)cc2C1=O)c1ccccc1,-1,-2,-5
Cc1ccc(Cn2nnc3c(=O)n(CC(=O)Nc4ccc(C)cc4)cnc32)cc1,-8,6,x
O=C(c1n[nH]c2c1CCC2)N(Cc1cccnc1)CC1CCCN(C2CCCCC2)C1 (stereo not given),-8,-5,-10
O=C(COCc1ccccc1)NCCNc1nc(-c2cccc(Br)c2)nc2ccccc12,-4,3,-5
Nc1ccc2nc(N3CCOCC3)sc2c1,-13,-5,x
CCCn1nccc1C(=O)N1CCNC(=O)C1c1ccc(F)cc1 (stereo not given),-6,10,x
OC(c1ccccc1)(c1nc(/C=C/c2ccccc2)cs1)C(F)(F)F (stereo not given),-11,6,x
COC(=O)c1cc(-c2ccc(Cl)cc2Cl)nc2c1c(=O)n(C)c(=O)n2C,-4,-2,x
O=C(c1ccc(Cl)cc1O)N1CCC2(CCOCC2)CC1,-1,3,x
CC1Cc2ccccc2N1C(=O)NCC(c1cccs1)N(C)C (stereo not given),-1,-1,x
COc1ccc(S(=O)(=O)N(Cc2nccn2Cc2cccc(Cl)c2)C2CC2)cc1,-3,6,-4
COc1ccccc1-c1cc(C(=O)O)n2nc(C(C)(C)C)cc2n1,1,-4,x
CC(=O)NC(C)CCc1ccc(-c2csc(C)n2)cc1 (stereo not given),-3,-4,-7
O=C(NCc1ccccc1)c1coc(CN(Cc2ccc3c(c2)OCO3)Cc2ccccc2Cl)n1,-4,20,-5
CC(=O)Oc1ccc(C)c2ccc(/C=C/c3ccccc3[N+](=O)[O-])nc12,-5,1,-5
CCc1nc2cc(Br)c(C)c(C)c2nc1CC,1,9,x
CCOC(=O)c1cc(-c2ccc(N3CCN(C(=O)C(C)Oc4ccccc4)CC3)cc2)n(-c2cccc(F)c2)n1 (stereo not given),-2,13,-2
Cc1ccc(OCC2CCCN(C(=O)CCn3nc(C)c(C)c3C)C2)cc1 (stereo not given),1,-1,x
